Assay outcomes: PubChem, Broad Institute
FN deposit inh: fibronectin deposition inhibition; AH1F fibroblasts, Alexa488-fibronectin deposition fluorescence, overnight; inhibition, % at 12.6 µM; 0.086% of 350,000 active; AID 743247;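 active = mean inhibition across replicates of 30% or more, regardless of how many single replicates reach that level; inconclusive = mean under 30% yet at least half of replicates reach 30%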;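 also: positive control wells lacked labelled fibronectin entirely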
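material = AH1F fibroblast monolayer depositing Alexa488-labelled fibronectin into matrix | amount = 10000 AH1F cells/well | buffer or medium = DMEM plus 2% serum, read in PBS | incubation = 1 h cell adhesion before compound, then overnight fibronectin incubation | detection = fluorescence at 485 nm excitation, 525 nm emission | evaluation = percent inhibition as loss of matrix-bound fibronectin fluorescence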
LGR2 antag: inhibitors of bursicon-induced Drosophila LGR2 receptor cAMP signaling; HEK293 LGR2, CRE-luciferase, bursicon-stimulated, 4 h; inhibition, % at 9.99 µM; 0.35% of 380,000 active;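 active = drop in luminescence signal, shown as inhibition above about 50% in the replicate tests, limit read from the data, passing the limit was not always enough; inconclusive = probably only some replicates passing the limit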;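 also: agonist challenge used bursicon conditioned medium at about half maximal strength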
S100A4 inh HTS: blocks human S100A4 binding to myosin IIA peptide | P26447 | AID 652163 | inhibition, % at 10.7 µM | 0.14% of 360,000 active | S100A4/TAMRA-MyoIIA peptide fluorescence polarization;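 active = mean inhibition of at least 70% across replicates, with every replicate also reaching that level; inconclusive = mean inhibition reaches 70% but some replicates fall short; inactive = mean inhibition below 70%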
Target sequence (P26447 whole entry, looked up): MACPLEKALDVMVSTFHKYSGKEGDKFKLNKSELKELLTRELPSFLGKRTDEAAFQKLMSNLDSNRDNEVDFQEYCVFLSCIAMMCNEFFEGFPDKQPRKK
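Test system – S100A4 monomer (human) · Compound – single-point compound testing · Schedule – 5 min incubation before reading · Probe or stimulus – TAMRA-labelled myosin IIA heavy-chain peptide probe, 5 nM · Benchmarks – neutral control DMSO, positive control TFP · Medium – Calcium-containing HEPES buffer, pH 7.2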
CASP6 VEID inh: inhibitors of human caspase-6; P55212; purified caspase-6, Z-VEID-R110 cleavage fluorescence; inhibition, % at 12.5 µM; 0.53% of 350,000 active;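 active = mean inhibition across replicates at least about 35%, with every replicate also reaching that limit, limit read from the data; inconclusive = only one of the two criteria met; inactive = neither criterion met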;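 also: 0% = median of neutral control wells and 100% = no fluorescence left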
Target sequence (P55212 24-179 limits assumed): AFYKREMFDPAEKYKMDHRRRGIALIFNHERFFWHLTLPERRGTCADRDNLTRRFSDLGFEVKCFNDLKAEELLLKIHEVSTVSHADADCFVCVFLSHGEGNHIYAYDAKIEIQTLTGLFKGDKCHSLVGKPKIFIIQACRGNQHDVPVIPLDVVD
Target sequence (P55212 194-293 limits assumed): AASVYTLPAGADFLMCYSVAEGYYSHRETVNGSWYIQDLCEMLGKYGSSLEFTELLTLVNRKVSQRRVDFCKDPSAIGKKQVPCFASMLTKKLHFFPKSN
SIRT5 inh: inhibitors of human sirtuin-5 desuccinylase. Q9NXA8. Purified SirT5, succinyl-peptide AMC, trypsin-coupled fluorescence. inhibition, % at 15 µM. 1.1% of 330,000 active; in the data active = inhibition above about 15%; inconclusive = no clear call, values can overlap the other calls
Target sequence (Q9NXA8 whole entry, looked up): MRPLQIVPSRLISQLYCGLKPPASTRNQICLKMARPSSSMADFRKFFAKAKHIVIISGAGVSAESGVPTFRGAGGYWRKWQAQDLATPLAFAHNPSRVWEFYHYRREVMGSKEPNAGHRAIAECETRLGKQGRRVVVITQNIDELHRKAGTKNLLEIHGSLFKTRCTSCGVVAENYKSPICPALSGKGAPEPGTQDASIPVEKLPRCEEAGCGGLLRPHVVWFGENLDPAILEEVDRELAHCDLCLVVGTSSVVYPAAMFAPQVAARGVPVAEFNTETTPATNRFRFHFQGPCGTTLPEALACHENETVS
Statin myotox sup: suppressors of simvastatin-induced myotoxicity in C2C12 myotubes; AID 602340; rescue of ATP level, % at 7.49 µM; 0.78% of 330,000 active; ATP luminescence, 48 h; scaled: DMSO 0, geranylgeraniol control 100;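 active = mean ATP rescue above about 67%, or every replicate alone reaching that limit, limit read from the data, passing the limit was not always enough; inconclusive = no clear call, values can overlap the other calls; inactive = mean under the limit and some replicate under it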;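 also: myotubes were challenged with 10 µM simvastatin during compound exposure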
esBAF inh: blocks esBAF chromatin remodeling in mouse ES cells. 2% of 350,000 active. AID 602393. Bmi1-luciferase knock-in reporter, 24 h; 100% = twice the neutral-well signal. reporter increase, % at 12.5 µM; in the data active = activation above about 40%; inconclusive = no clear call, values can overlap the other calls;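 also: 0% = median of the plate's neutral control wells and 100% = double that signal; a rise in the Bmi1 reporter signal indicates esBAF inhibition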
Numbers without * were called inactive; ? = inconclusive; . = no result given.

SMILES	FN deposit inh	LGR2 antag	S100A4 inh HTS	CASP6 VEID inh	SIRT5 inh	Statin myotox sup	esBAF inh
Nc1ccn([C@@H]2O[C@H](C(=O)NCCCN3CCCC3=O)[C@@H](O)[C@H]2O)c(=O)n1	2	8	0	0	-2	.	.
Cc1cc2oc(=O)cc(CN(C)Cc3cccc(F)c3)c2cc1Cl	7	-38	-2	1	2	8	15
CCCNC(=O)N(C)C[C@H]1Oc2ncc(C#CC3(O)CCCC3)cc2C(=O)N([C@@H](C)CO)C[C@H]1C	.	3	5	1	9	3	1
COc1ccc(CCC(=O)N(C)CC(=O)Nc2cc(C)ccc2C)cc1	-1	8	1	6	-1	.	.
CCOC(=O)CS(=O)(=O)c1ccccc1	-6	.	.	.	.	62	-10
COc1nc(-c2ccc(Cl)cc2Cl)nc2ccccc12	4	-22	-9	-1	-6	-2	-2
C[C@@H]1CN([C@H](C)CO)C(=O)Cc2cc(NC(=O)Nc3cccc4ccccc34)ccc2O[C@@H]1CN(C)Cc1ccc(C(=O)Nc2ccccc2N)cc1	.	-12	1	-1	9	.	.
CN(C)CCCn1c2c3ccccc3ccc2c2oc(=O)c3ccccc3c21	2	-13	5	-11	.	.	.
Cc1ccc(S(=O)(=O)Nc2ccc3c(c2)C(=O)N([C@@H](C)CO)C[C@@H](C)[C@H](CN(C)Cc2ccc(C(=O)O)cc2)O3)cc1	.	-1	-36	-1	0	-3	2
CCOc1ccc(N(CC(=O)N2CCCCCC2)S(=O)(=O)c2ccc(C)cc2)cc1	3	4	0	5	-9	4	-2
Cc1cccc(NS(=O)(=O)c2cccc(C(=O)N3CCCCCC3)c2)c1	3	-2	1	2	-6	5	.
C[C@H](CO)N1C[C@H](C)[C@H](CN(C)Cc2ccc(Cl)c(Cl)c2)Oc2ccc(NC(=O)Nc3ccc4c(c3)OCO4)cc2CC1=O	.	-5	13	-3	7	-11	0
O=C(O)C1=CC[C@@H](c2ccc(Cl)cc2)N(S(=O)(=O)c2ccc(Cl)cc2)C1	-5	23	-3	1	.	4	0
CNC[C@H]1Oc2ccc(NC(=O)Nc3ccc(OC)cc3)cc2CC(=O)N([C@H](C)CO)C[C@H]1C	.	3	7	-4	0	9	0
C[C@@H]1CN([C@@H](C)CO)C(=O)Cc2cc(NC(=O)NC3CCCCC3)ccc2O[C@@H]1CN(C)S(=O)(=O)c1ccc(Cl)cc1	.	.	-3	2	4	-73	8
COc1ccc(CN2C(=O)C(CC(=O)NC3CCCCC3)CC(C(=O)N3CCOCC3)=C2C)cc1 (configuration not stated)	3	-7	-3	-1	-1	5	1
C[C@@H]1CN([C@H](C)CO)S(=O)(=O)c2ccc(-c3ccccc3F)cc2O[C@@H]1CN(C)Cc1cccnc1	0	-3	27	1	-3	-8	-2
CC(NC(=O)c1ccco1)c1ccc(-n2ccnc2)cc1 (configuration not stated)	9	-18	6	-3	-5	-7	-1
CCCc1nc(SCc2ccccn2)c2c(=O)n(C)c(=O)n(C)c2n1	-1	28	0	-1	8	-12	8
COP(=O)(OC)OC(C(=O)c1ccccc1)c1ccccc1 (configuration not stated)	-17	3	-26	-2	.	.	.
O=C(NCc1nc2ccccc2[nH]1)C1=C[C@@H](c2ccc(C(F)(F)F)cc2)C[C@@H](OCc2ccc(CO)cc2)O1	-18	5	.	.	.	-4	3
CCN(CC)S(=O)(=O)c1ccc2c(c1)nc(CCC(=O)Nc1ccc(N3CCOCC3)cc1)n2C	-5	10	4	1	4	.	.
COc1cccc(CN2CC3(CCN(C)CC3)c3c([nH]c4cc(OC)ccc34)[C@H]2CO)c1	4	6	19	-1	-1	.	.
CN1[C@@H]2CC[C@H]1CC(OC(=O)c1c[nH]c3ccccc13)C2 (some centres not stated)	2	-1	2	.	-3	-5	0
COc1ccccc1N1CCN(C(=O)COc2cccc3ccccc23)CC1	5	2	18	2	-1	-1	-2

Retrieved by structure from the entries so far:
SMILES	FN deposit inh	LGR2 antag	S100A4 inh HTS	CASP6 VEID inh	SIRT5 inh	Statin myotox sup	esBAF inh
CCOC(=O)CS(=O)(=O)c1ccccc1	-6	.	.	.	.	62	-10
C[C@@H]1CN([C@@H](C)CO)C(=O)Cc2cc(NC(=O)NC3CCCCC3)ccc2O[C@@H]1CN(C)S(=O)(=O)c1ccc(Cl)cc1	.	.	-3	2	4	-73	8
O=C(O)C1=CC[C@@H](c2ccc(Cl)cc2)N(S(=O)(=O)c2ccc(Cl)cc2)C1	-5	23	-3	1	.	4	0
Cc1cccc(NS(=O)(=O)c2cccc(C(=O)N3CCCCCC3)c2)c1	3	-2	1	2	-6	5	.
CCOc1ccc(N(CC(=O)N2CCCCCC2)S(=O)(=O)c2ccc(C)cc2)cc1	3	4	0	5	-9	4	-2
CC(NC(=O)c1ccco1)c1ccc(-n2ccnc2)cc1 (configuration not stated)	9	-18	6	-3	-5	-7	-1

(more compounds)
SMILES	FN deposit inh	LGR2 antag	S100A4 inh HTS	CASP6 VEID inh	SIRT5 inh	Statin myotox sup	esBAF inh
O=C(CN1CCN(CCC(=O)Nc2ccccc2F)CC1)Nc1ccc(F)cc1	.	7	.	.	.	11	3
CNC[C@H]1Oc2c(NC(=O)NC(C)C)cccc2C(=O)N([C@H](C)CO)C[C@H]1C	.	7	29	4	-1	14	-1
CC(=O)c1cccc(N(C(=O)c2ccccn2)C(C(=O)NC2CCCCC2)c2ccccc2)c1 (configuration not stated)	7	4	2	-1	0	.	.
COc1ccc(NC(=O)Nc2ccc3c(c2)CC(=O)N([C@@H](C)CO)C[C@H](C)[C@H](CN(C)Cc2ccncc2)O3)cc1	.	-5	15	1	-1	-7	2
O=c1[nH][nH]c2c1C(c1cccc(C(F)(F)F)c1)OC(CCc1ccccc1)C2 (configuration not stated)	11	-15	-6	1	5	.	.
COc1cc2c(cc1OC)C(COc1cc(C)cc(C)c1)N(C(C)=O)CC2 (configuration not stated)	8	-14	4	3	0	6	-3
CCS(=O)(=O)N1CC(=O)N2[C@H](CO)[C@H](c3ccc(-c4ccc(F)cc4)cc3)[C@@H]2C1	.	1	-26	-4	2	.	.
CN1CCN(CC(=O)Nc2cc(N3CCOCC3)ccc2[N+](=O)[O-])CC1	-4	2	-2	0	-2	.	.
CCN1C(=O)c2ccccc2S(=O)c2ccc(C(=O)NCCN(CC(C)C)CC(C)C)cc21 (configuration not stated)	6	-12	-4	1	-2	12	-1
COc1ccc(CN(CC2CCC(C(=O)O)CC2)C(=S)Nc2ccccc2OC)cc1 (configuration not stated)	-3	1	-1	4	-2	.	.
CCOC(=O)[C@@H]1[C@H]2COc3cc(OC)ccc3[C@@H]2N2C(=O)N(c3ccc(F)cc3)C(=O)[C@]12C	4	18	2	9	-1	3	-6
CCC1(c2ccccc2)NC(=O)N(CC(=O)Nc2nnc(C3CC3)s2)C1=O (configuration not stated)	.	-4	1	1	-1	-3	-10
CCc1nc2c(OCCOc3ccc(F)cc3)cccn2c1N(C)C(=O)c1ccccc1F	5	0	-6	0	.	-10	3
O=S(=O)(c1ccc(C(F)(F)F)cc1)N1CCCc2nc(-c3ccc(Br)cc3)ccc21	-1	-25	-3	-7	.	.	.
COc1ccc([C@H]2[C@H](C(=O)OC(C)(C)C)N3N=Cc4ccccc4C3C23C(=O)c2ccccc2C3=O)cc1OC (some centres not stated)	6	.	-8	.	.	.	2
O=C(CC(Nc1ccc(Cl)cc1Cl)C(=O)O)c1ccccc1 (configuration not stated)	-3	42	-2	0	0	.	.
COc1ccc(-c2csc(NC(=O)c3ccc(S(=O)(=O)N4CCc5ccccc5C4)cc3)n2)cc1	-1	6	-3	0	0	.	.
CCC(C)NC(=O)COc1ccc(OCc2ccccc2)cc1 (configuration not stated)	.	7	-3	2	-3	.	.
CNC(=O)c1[nH]cnc1C(=O)Nc1ccc(F)cc1	2	-23	-3	0	-11	2	5
CO[C@H]1CN(C)C(=O)c2cc(NC(=O)C3CCOCC3)ccc2OC[C@@H](C)NC[C@H]1C	-12	-21	0	-2	-1	-8	-20
COC(=O)Cn1c(O)c(N=NC(=O)CNC(=O)COc2cccc(C)c2)c2ccccc21	5	13	-5	2	-7	2	8
Fc1cccc(Cl)c1CSc1nnc(-c2ccncc2)o1	4	-70	1	1	3	-3	?
CCC[n+]1c2ccccc2cc2ccccc21	-7	-3	0	-1	-10	-32	-1
OC(COc1cc(Cl)c(Cl)cc1Cl)CN1CCN(c2ncccn2)CC1 (configuration not stated)	10	8	.	.	.	2	-1
C[C@@H](O)C#Cc1ccc([C@@H]2[C@H](CO)N3CCCCN(C(=O)c4ccc(F)cc4)C[C@@H]23)cc1	.	20	1	0	-2	.	.
More structures
SMILES	FN deposit inh	LGR2 antag	S100A4 inh HTS	CASP6 VEID inh	SIRT5 inh	Statin myotox sup	esBAF inh
CC(C)[C@H](NC(=O)OCc1ccccc1)C(=O)OCc1cc(=O)oc2cc(O)ccc12	-8	11	-4	5	-2	-1	4
O=C(NCCNC(=O)c1ccco1)c1ccco1	4	9	-2	-3	-1	5	-1
N#Cc1nc(COc2ccccc2Cl)oc1N1CCCC1	-3	.	1	-3	1	.	.
O=C(NC1CCCC1)N1CCCCN2[C@H](CO)[C@@H](c3ccc(-c4cccnc4)cc3)[C@H]2C1	-5	1	1	3	5	-11	-8
O=C(CSc1nc(-c2ccccc2)nc2ccc(F)cc12)Nc1cccc(C(=O)O)c1	-5	10	0	-5	6	-9	1
CC(C)C#Cc1ccc2c(c1)O[C@@H](CN(C)C(=O)c1cccnc1)[C@H](C)CN([C@@H](C)CO)S2(=O)=O	.	-2	-6	31	-1	-13	5
Cc1noc(C)c1S(=O)(=O)N(C)C[C@H]1OCCCC[C@H](C)Oc2ccc(NC(=O)Nc3ccccc3)cc2C(=O)N([C@H](C)CO)C[C@@H]1C	-5	-7	-2	-2	5	.	-4
COc1ccc(CN2CC(C(N)=O)Oc3ccccc32)cc1F (configuration not stated)	3	7	14	1	.	-3	2
CCC(C)c1ccc(NC(=O)COC(=O)CCNC(=O)c2ccco2)cc1 (configuration not stated)	.	-17	-19	5	-2	-10	9
C[C@@H]1CCCCO[C@@H](CN(C)C(=O)Nc2ccc(F)cc2)[C@@H](C)CN([C@H](C)CO)C(=O)c2cc(NC(=O)CCCN(C)C)ccc2O1	.	3	1	0	-13	.	-1
Cc1ccccc1NC(=O)C1C2CCC(O2)C1C(=O)O (configuration not stated)	-2	.	.	.	.	5	-2
C[n+]1nc(Nc2ccccc2)sc1-c1ccc(O)cc1	-7	-5	-3	-1	-6	7	-3
C[C@@H]1CN([C@@H](C)CO)S(=O)(=O)c2ccc(C3=CCCC3)cc2O[C@H]1CN(C)S(=O)(=O)c1ccc(F)cc1	.	29	2	2	2	-32	0
CCn1c(C(C)NC(=O)c2cccc(C)c2)n[nH]c1=S (configuration not stated)	-7	25	9	-1	-1	.	.
O=C(O)COc1ccc(/C=N/NC(=O)/C(=C/C=C/c2ccccc2)NC(=O)c2ccccc2)cc1	-1	-10	-6	6	3	-2	-1
COc1ccc(/C=C2\SC(=S)N(CC3CCCO3)C2=O)cc1 (configuration not stated)	6	-50	1	-1	4	.	.
COCCCNC(=S)N/N=C/c1ccc(O)cc1	0	6	-5	-1	2	2	10
NC(=O)C1CC(=O)N(c2ccc(OCC(=O)NCc3ccccc3)cc2)C1 (configuration not stated)	-5	6	2	0	0	-43	-4
C=C1c2ccccc2NC(=S)N1Cc1ccc2c(c1)OCO2	.	-22	-2	5	-6	.	.
Cc1c(C(=O)OCc2nnc(-c3ccccc3)o2)oc2ccccc12	-3	-5	-1	2	2	6	2
COc1ccc(S(=O)(=O)Nc2ccc3c(c2)CC(=O)N([C@@H](C)CO)C[C@@H](C)[C@H](CN(C)S(=O)(=O)c2ccccc2)O3)cc1	.	31	.	.	.	-22	4

An excerpt; count on the stated rates, not on these rows.
